NPYLR7 ag: agonists of mosquito NPYLR7 receptor, primary screen, cell-based, Aedes aegypti, calcium fluorescence, mosquito biting behavior | Aedes aegypti neuropeptide Y-like receptor 7 (NPYLR7) | HEK293T NPYLR7/Galpha15, GCaMP6s calcium fluorescence | activation, % at 10 µM | 270,000 tested, 0.15% active | AID 1259423, 2018; in the data active = activation above about 40%;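 note: 0% = vehicle and 100% = reference agonist at the receptor; some compounds past the cut are filed as inactive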
hcGAS inh: Primary biochemical luminescence assay for human cyclic GMP-AMP synthase inhibitors. inhibition, % at 12.5 µM. 290,000 tested, 0.081% active. Q8N884. AID 1259398, 2018. recombinant h-cGAS, ATP depletion, Kinase-Glo luminescence;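 note: 0% = vehicle reaction and 100% = reaction without DNA for no activity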
Target sequence (Q8N884 whole entry, looked up): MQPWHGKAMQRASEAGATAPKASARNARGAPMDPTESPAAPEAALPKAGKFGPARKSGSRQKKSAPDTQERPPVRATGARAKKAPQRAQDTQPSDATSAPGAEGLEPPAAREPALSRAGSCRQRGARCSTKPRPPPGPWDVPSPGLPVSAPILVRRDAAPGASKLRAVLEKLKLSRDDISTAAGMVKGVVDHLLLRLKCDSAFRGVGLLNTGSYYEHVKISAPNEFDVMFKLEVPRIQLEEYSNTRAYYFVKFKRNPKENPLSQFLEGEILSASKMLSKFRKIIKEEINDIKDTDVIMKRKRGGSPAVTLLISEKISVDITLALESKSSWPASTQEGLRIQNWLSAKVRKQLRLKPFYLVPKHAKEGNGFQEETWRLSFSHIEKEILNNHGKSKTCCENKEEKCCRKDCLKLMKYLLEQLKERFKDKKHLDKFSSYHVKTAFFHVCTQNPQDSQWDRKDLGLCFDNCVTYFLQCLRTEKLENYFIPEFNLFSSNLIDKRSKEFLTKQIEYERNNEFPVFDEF
mcGAS lum: cyclic GMP-AMP synthase inhibitors, mouse, primary biochemical chemiluminescence; recombinant cGAS, Kinase-Glo ATP depletion luminescence; inhibition, % at 12.5 µM; 160,000 tested, 0.15% active;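 note: 0% = negative control wells and 100% = reference inhibitor with no enzyme activity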
The depositor's hits bear a star; . = no result given; & = joins results of further samples. Cut-off read from the data, not from the text of the source, unless noted: active = inhibition above about 40%; inactive = the rest. Compounds were not picked by outcome. About 0.29% of those tested had a hit in this group.

Values run as follows: NPYLR7 ag, hcGAS inh, mcGAS lum
- COc1ccc(CCN(C)c2cc(C)nc(SCc3cccc(C(=O)NCc4ccccn4)c3)n2)cc1OC
  1, -4, -4
- c1ccc2c(c1)cnn2CCCNc1cnccn1
  13, -3, .
- CC(C)C[C@@H](N)C(=O)NC1CCN(S(C)(=O)=O)CC1
  -10, -6, .
- CN(Cc1ccccc1)CC1CCCN(CCO)C1 (stereo not given)
  8, -6, -13
- CCOC(=O)c1[nH]c2ccccc2c1NC(=O)c1ccccc1Cl
  0, -6, -8
- COCC1N(S(C)(=O)=O)C2CCC1(O)CC2 (stereo not given)
  26, 0, -6
- CN1CC[C@H]2CC[C@@H](C1)N2c1ccnc(C(=O)NCc2cccnc2)c1
  11, -4, .
- O=C1C2C3C=CC(C3)C2C(=O)N1c1ccccc1Cl (stereo not given)
  -8, -1, -6
- COc1cc2c(cc1OC)-c1nncn1C(C)(C)C2
  2, -8, .
- CCn1c(CC2CCN(Cc3cc4c(cc3C)OCO4)CC2)n[nH]c1=O
  2, -3, .
- Cc1ccc(NC(=O)C2CCCN(Cc3noc(-c4ccoc4)n3)C2)nc1 (stereo not given)
  -3, -6, -10
- Cc1ccc(-c2nnc3n(C)c4c(=O)[nH]c(=O)n(C)c4n23)cc1
  6, -4, .
- O=C(NC(=Cc1ccco1)C(=O)N1CCOCC1)c1ccco1
  10, -5, -8
- CS(=O)(=O)Oc1ccc(CNCc2ccco2)cc1
  -2, -1, .
- Cc1[nH]n(-c2cccc(Cl)c2)c(=O)c1C1=C([n+]2ccccc2)C(=O)N(C2CCCCC2)C1=O
  -3, -13, -11
- Cc1cc(=O)c(C(=O)OC(C)C(=O)N2CCC(C)CC2)nn1-c1ccccc1F (stereo not given)
  10, -3, .
- COC(=O)COc1cccc(C=NNS(=O)(=O)c2ccccc2)c1
  -2, -3, .
- COC(=O)c1c(N2C(=O)C3ON(c4ccccc4)C(c4ccccc4)C3C2=O)sc2c1CCCC2 (stereo not given)
  -6, -8, -6
- CC1CN(CC(=O)Nc2ccc3c(c2)OCO3)CC(C)O1 (stereo not given)
  -1, -9, .
- CC1=C(C(=O)N2CCc3onc(-c4ccc5c(c4)OCO5)c3C2)OCCO1
  8, -11, .
- CNc1nc2cnc(Nc3ccc(Oc4ccccc4)cc3)cc2n1-c1cc(OC)c(OC)c(OC)c1
  18, -5, -7
- CN(C(=O)c1cccs1)c1ccc(OCC(=O)N2CCC(C(N)=O)CC2)cc1
  4, -2, .
- Cc1ccc(-c2noc(C(NCC(O)COCc3ccccc3)C(C)C)n2)cc1Cl (stereo not given)
  ., -7, -10
- N#C/C(=C\N1CCC(C(N)=O)CC1)C(=O)NCCc1ccccc1
  6, -2, .
- COc1ccc(NC2CCCN(C(=O)CCc3cccc(Cl)c3)C2)cc1 (stereo not given)
  19, -3, .
- Clc1cccc(CN2CCN(Cc3ccc4nonc4c3)CC2)c1
  0, -9, .
- CCc1noc(C)c1C(=O)NCCCC(CC)(CC)C1OCCO1
  4, -7, .
- O=S(=O)(NCc1ccccc1)N[C@H]1COC[C@@H]1N1CCCC1
  0, -5, .
- CCNc1cc(C)nc(N2CCN(C(=O)CC)CC2)n1
  8, -8, .
- CC(C)(O)C#Cc1cccc(-c2n[nH]c(Cc3ccccc3)n2)c1
  ., -9, -12
- COC(=O)CSc1nc2c(c(=O)n1-c1ccc(OC(F)(F)F)cc1)SCC2
  -2, -8, -8
- CCCCCCSc1cc(C)nc2ncnn12
  -3, -3, -3
- Cc1cc(C)c(S(=O)(=O)NCCNc2ccc(Nc3cccc(C)n3)nn2)c(C)c1
  3, 1, .
- NC(=O)Cc1cccc(OCc2ccn(-c3ccccc3)n2)c1
  4, 3, .
- CO[C@H]1[C@H](NC(=O)c2ccncc2)c2ccccc2C12CCN(C(=O)c1cc3cc(C)ccc3[nH]1)CC2
  3, -6, -13
- O=S(=O)(c1cccc(-c2nnc(SCc3cccc(Br)c3)o2)c1)N1CCOCC1
  15, -9, -7
- CN(CC(=O)NC1C=CS(=O)(=O)C1)Cc1ccc(Cl)c(Cl)c1 (stereo not given)
  -3, 7, .
- O=c1c2nc(N3CCOCC3)sc2c(-c2cccs2)nn1Cc1cccc(F)c1
  -2, -8, -11
- CCCN(CCC)CC(O)COC1CCC(C(C)(C)C)CC1 (stereo not given)
  -1, -4, .
- CCc1nc(C)ccc1OCC(=O)N1CCC(O)(CN(C)C)C1 (stereo not given)
  5, -7, .
- Cc1nc(C)n(CCCNC(C)CO)n1 (stereo not given)
  3, -2, .
- COc1ccc2oc(C(F)(F)F)cc(=O)c2c1
  1, -14, .
- Cc1ccc(NC(=O)CCNS(=O)(=O)NCc2ccccc2)c(F)c1
  10, -3, .
- C=CCn1cc(CNCc2c(C)cc(C)nc2OC)c(C)n1
  -3, 1, -1
- CN(CC(=O)Nc1ccc(Cl)cc1Cl)Cc1ccsc1
  8, -13, -7
- COc1ccc(-c2ccc(=O)n(CCNC(=O)c3ccc(Br)o3)n2)cc1
  9, -2, -6
- CCOc1ccc(/C=C/C(=O)N(C)Cc2ccccc2O)cc1OCC
  -9, 4, .
- CCOC(=O)c1cn(Cc2csc(N)n2)cc(Oc2ccccc2)c1=O
  1, -1, -1
- CCOC(=O)c1ccc(S(=O)(=O)N2CCN(c3ccc4nnc(CC)n4n3)CC2)cc1
  3, -8, -11
- NC(=O)c1cc2c(cc1-c1cccc(C(F)(F)F)c1)OCO2
  -5, 0, .
- COCCN(Cc1ccc(OC)cc1)c1c(C)nc2ccc(C(=O)Nc3ccc(C(N)=O)cc3)cn12
  -3, -4, -2
- CN(C)CCCN(C(=O)c1ccc(Br)cc1)c1nc2c(F)cc(F)cc2s1
  2, -5, -7
- CCN(CC)c1onc(-c2ccc(F)cc2)c1CN(CC1CC1)C(=O)Nc1ccc(C)cc1
  ., -4, -4
- COc1ccc(C2CCCN2C(=O)c2ccc(O)c(Cl)c2)cc1OC (stereo not given)
  0, -18, .
- O=C(CC(c1ccc2c(c1)OCO2)c1c[nH]c2ccccc12)NCCN1CCCCC1 (stereo not given)
  -3, -7, -7
- CCCCNCc1ccc(OS(C)(=O)=O)cc1
  9, -8, .
- CCCNC(=O)C1(C)CCN(Cc2csc(-c3ccc(Cl)cc3)n2)C1 (stereo not given)
  0, -14, .
- CCN(CC)CCCC(C)NC(=O)c1cc(-c2ccc(F)cc2)n(-c2ccccc2)c1C (stereo not given)
  -2, -11, -6
- CC1(C(=O)NS(=O)(=O)c2ccccc2C(F)(F)F)CCN1C(=O)COc1ccc(Cl)cc1 (stereo not given)
  6, -6, .
- CC1=[N+](C)CCn2cccc21
  21, -8, .

(list continues)
Values run as follows: NPYLR7 ag, hcGAS inh, mcGAS lum
- CC(=O)Oc1c(-c2ccc(NC(=O)Nc3ccc(C)cc3)cc2)c(-c2cccc(C)c2)nn1-c1cccc(F)c1
  -2, -5, -4
- Cc1[nH]ncc1C(=O)N1CC[C@@H](c2ccc(F)cc2)[C@H](O)C1
  0, -1, .
- COc1ccccc1NC(=O)N1CCc2cc(OC)c(OC)cc2C1CNC(=O)c1cccs1 (stereo not given)
  0, 2, 1
- COc1ccc2c(c1)OC1(C)CC2C(S(=O)(=O)c2ccc(C(C)(C)C)cc2)C(=O)N1 (stereo not given)
  9, -12, -7
- Cc1nnc(SCC(=O)N(c2ccccc2)C(C)C)[nH]c1=O
  3, -2, -6
- CN1CCC(N2C[C@H](O)C[C@H]2c2nc(-c3ccccc3)no2)CC1
  -6, -7, -7
- COCCCN(CC(=O)N(Cc1cccn1Cc1ccc(F)cc1)C1CCCCC1)C(=O)CCCl
  -1, -4, -5
- COc1ccc(-c2ccc3c(c2)CC(CNC(=O)c2cccc(-n4nc(C)cc4C)c2)O3)nn1 (stereo not given)
  -1, 0, -8
- COCCN1CCCC[C@]2(C[C@H](C(=O)O)[C@H](c3ccco3)N2C(=O)c2ccco2)C1=O
  2, -1, -5
- Cc1cc(C)n(-c2cc(NCCNS(=O)(=O)c3ccc(F)cc3)ncn2)n1
  -8, -6, -9
- Cc1cc(O)c(CN2CCN(CCO)CC2)c2c1C(=O)/C(=C/c1cc3ccccc3o1)O2
  80*, -4, -6
- CN1CCC2(CCCN(C(=O)c3[nH]ncc3Cl)CC2)CC1
  7, -5, .
- CCOC(=O)CCCC(=O)Nc1cccc(-c2cc(C(=O)OCC)nn2-c2ccccc2OC)c1
  28, -4, -3
- CC(O)(CNC(=O)NCc1cccc(C#N)c1)c1ccsc1 (stereo not given)
  1, -12, .
- CCOC(=O)C1CCCN(CC(=O)N2N=C(c3ccccc3OC)CC2c2ccccc2Cl)C1 (stereo not given)
  6, -4, -3
- CCOc1ccc(Nc2cncc(Cl)n2)cc1
  9, -16, -9
- COC(=O)c1ccc(NC(=O)c2c(C(=O)Nc3ccc(F)cc3)sc3nc(C)cc(=O)n23)cc1
  -2, -2, -3
- COc1ccccc1CN1CCN(c2cc(Oc3ccc(Cl)cc3)ncn2)CC1C (stereo not given)
  -3, 5, 1
- CC(C)C(=O)NCCNC(=O)C1CCN(S(=O)(=O)c2ccc(Cl)c(C(F)(F)F)c2)CC1
  0, -4, -8
- O=C(Nc1nc2c(s1)C(=O)CC(C(=O)N1CCC3(C=Cc4ccccc43)CC1)C2)c1ccsc1 (stereo not given)
  7, -5, .
- CCc1nnc(-c2cc3ccccc3n2CC(=O)N(CC)CC)o1
  -2, -4, -9
- OC(CCN1CCCCC1)(c1ccccc1)C1CCCCC1 (stereo not given)
  -3&-15&0&-11, -3&-3&1&1&-6, -4&-4
- CCOc1ccc(N=C2S/C(=C/c3ccccn3)C(O)=C2C(=O)OC)cc1
  -6, -7, -5
- CCNC(=O)Cc1cccc(N(Cc2ccc(C)cc2)C(=O)c2ccccc2C)c1
  ., -8, -6
- CCc1ccc(C=NNc2ncnc3sc(C)c(C)c23)cc1
  2, -7, .
- O=C(CC1CCCC1)N1CCC2(CCCN(Cc3ccc(F)c(F)c3)C2)C1 (stereo not given)
  -3, 0, .
- CCOC(=O)C1CCCN(C(=O)c2cc(-c3cccc(OC)c3)nc3cc(-c4ccccc4)nn23)C1 (stereo not given)
  0, -6, -5
- O=C(CN(CC1CCCO1)C(=O)c1ccc(Cl)cc1)N(Cc1ccc(F)cc1)Cc1cccs1 (stereo not given)
  -3, 1, -2
- CN(C)c1ccc(C=NNC(=O)c2ccco2)cc1
  -2, -15, -12
- N#CCCC(CCC#N)C1=NCCc2ccccc21
  6, -6, .

Pulled one by one from above:
Values run as follows: NPYLR7 ag, hcGAS inh, mcGAS lum
- Cc1cc(C)n(-c2cc(NCCNS(=O)(=O)c3ccc(F)cc3)ncn2)n1
  -8, -6, -9
- CCc1ccc(C=NNc2ncnc3sc(C)c(C)c23)cc1
  2, -7, .
- COc1ccc(-c2ccc3c(c2)CC(CNC(=O)c2cccc(-n4nc(C)cc4C)c2)O3)nn1 (stereo not given)
  -1, 0, -8
- CN1CCC2(CCCN(C(=O)c3[nH]ncc3Cl)CC2)CC1
  7, -5, .
- O=C(CC1CCCC1)N1CCC2(CCCN(Cc3ccc(F)c(F)c3)C2)C1 (stereo not given)
  -3, 0, .
- CC(O)(CNC(=O)NCc1cccc(C#N)c1)c1ccsc1 (stereo not given)
  1, -12, .
- Cc1cc(O)c(CN2CCN(CCO)CC2)c2c1C(=O)/C(=C/c1cc3ccccc3o1)O2
  80*, -4, -6

(more compounds)
Values run as follows: NPYLR7 ag, hcGAS inh, mcGAS lum
- COCC1(NC(=O)C2CCCN(c3ccccn3)C2)CCCC1 (stereo not given)
  8, 1, -2
- CC(NS(=O)(=O)c1ccccc1-c1ccccc1)C1CCCO1 (stereo not given)
  6, -4, -6
- CC(=O)N1CCN(S(=O)(=O)c2cn(C)c(Cl)n2)CC1
  -15, -8, .
- Cc1cccc(-c2cc(N)n(-c3ccc(C(=O)NCCc4ccccc4)cc3)n2)c1
  -4, -1, -2
- O=C1/C(=C/c2ccc(Cl)cc2)C=C(c2ccccc2)N1c1cccc(Cl)c1Cl
  9, -3, -4
- CCN(C(C)C(=O)Nc1ccc(C)cc1)S(=O)(=O)c1ccccc1Br (stereo not given)
  11, -9, .
- O=[N+]([O-])c1ccc(SNc2ccc(C(F)(F)F)cc2[N+](=O)[O-])cc1
  1, -8, .
- COc1cccc(-c2nsc(NC(=O)c3cccc(C)n3)n2)c1
  -6, -7, -10
- Cc1sc2ncnc(N/N=C\c3c(O)ccc4ccccc34)c2c1C
  5, -4, .
- Cc1ccc(NC(=O)CC(=O)NCc2nc(-c3cccc(C)c3)no2)cc1
  18, -6, -11
- O=[N+]([O-])c1ccc(C2Oc3ccccc3C3CC(c4ccc5c(c4)OCCO5)=NN32)cc1 (stereo not given)
  1, -6, .
- COC(=O)c1cc(C)nc(-c2ccc(C(C)N3CCCCC3)cc2)n1 (stereo not given)
  11, -5, .
- CC(=O)N1CCCn2nc(C(=O)NCc3ccc4c(c3)CCCO4)cc2C1
  -2, -4, -7
- COC(=O)CCC(=O)NC1CC(=O)N(CCc2cccc(Cl)c2)C1 (stereo not given)
  5, -8, .
- COc1cccc(CSc2nnc(C(C)NC(=O)c3ccc(OC)cc3OC)n2-c2ccc(C)cc2)c1 (stereo not given)
  -8, -11, -4
- CN1CCC2(CC1)CN(Cc1ccc(S(C)(=O)=O)cc1)CCN2C
  6, -1, .
- Cc1cccc(Cn2c(=O)c3c(nc4n(CCCn5ccnc5)c(C)cn34)n(C)c2=O)c1
  1, -7, .

Screening results as filed in PubChem.
